Xi reactivation = activators of inactive X chromosome reactivation, primary screen, imaging, XiGFP fibroblasts, GFP high-content imaging, set 2. XiGFP mouse fibroblasts, % GFP-positive cells imaging, 3 d; cells co-treated with 5-aza-dC sensitizer; scaled so ellipticine positive control = 100%. activation, % at 7.58 µM. 0.055% of 360,000 active. AID 743238, 2013;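 active = mean normalized replicate activation at least 10% and every replicate at or above 10%; inconclusive = only one of the two criteria met; inactive = mean below 10% and not all replicates reach 10%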;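 note: 0% = median of on-plate neutral control wells and 100% = ellipticine 6 µM median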
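System: 68-5-11 XiGFP fibroblast line; Timing: 3 days compound exposure; Compound dosing: one concentration, pinned; Benchmarks: positive control ellipticine, 6 µM final; Buffer or medium: DMEM containing 5-aza-dC.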
RAD52 inh = RAD52 DNA annealing inhibitors, primary screen, biochemical, FRET, single point, set 2 | 0.46% of 360,000 active | AID 651710, 2012 | inhibition, % at 18.7 µM | recombinant RAD52 DNA annealing, FRET fluorescence | DNA repair protein RAD52 homolog (Homo sapiens), P43351;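 active = every replicate showing at least 50% inhibition; inconclusive = mean inhibition at least 50% but not in every replicate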
E-selectin induc = E-selectin induction in HUVECs, primary screen, imaging, HUVEC, immunofluorescence imaging, single point; P16581; normalized: neutral wells 0, TNF-alpha wells 100; activation, % at 7.58 µM; 0.37% of 260,000 active; AID 686992, 2013;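 active = mean E-selectin-positive cell signal at least 10% of the positive control, reached in at least 60% of replicates, without over 20% cell loss; inconclusive = no rule given, readout overlaps actives, possibly toxicity-flagged; inactive = the rest, including those meeting only one limit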;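 note: in these data hits start at about 27%; measured in HUVEC primary endothelial cells; signal is the percent of cells scored E-selectin positive by PE staining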
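Assay system: HUVEC primary endothelial cells. Input: 3,000 HUVEC seeded per well. Doses: one compound dose added by pin transfer. Read-out basis: % PE-positive cells. Benchmarks: TNF-alpha high, DMSO low. Detection: immunofluorescence imaging. Buffer or medium: EGM-2, gelatin.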
DENV2 CPE rescue = inhibitors of DENV2 cytopathic effect, primary screen, cell-based, plate reader, single concentration. DENV2-infected cells, cytopathic effect rescue. CPE inhibition, % at 9.99 µM. 1.7% of 350,000 active; in the data active = CPE inhibition above about 20%, passing the limit was not always enough; inconclusive = no clear call, values can overlap the other calls; tested in BHK-21 cells;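 note: 0% = median of neutral control wells and 100% = median of positive control wells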
CASP6 VEID inh = human caspase-6 inhibitors, primary screen, biochemical, VEID-R110 fluorescence, single point, set 2; P55212; purified caspase-6, Z-VEID-R110 cleavage fluorescence; inhibition, % at 12.5 µM; 0.53% of 350,000 active; AID 686996, 2013;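 active = mean inhibition across replicates at least about 35%, with every replicate also reaching that limit, limit read from the data; inconclusive = only one of the two criteria met; inactive = neither criterion met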;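 note: 0% = median of neutral control wells and 100% = no fluorescence left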
Target sequence (P55212 24-179 limits assumed): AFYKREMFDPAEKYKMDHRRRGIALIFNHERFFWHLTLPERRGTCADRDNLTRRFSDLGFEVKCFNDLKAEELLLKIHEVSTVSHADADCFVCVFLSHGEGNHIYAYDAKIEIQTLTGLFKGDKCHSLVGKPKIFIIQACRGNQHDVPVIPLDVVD
Target sequence (P55212 194-293 limits assumed): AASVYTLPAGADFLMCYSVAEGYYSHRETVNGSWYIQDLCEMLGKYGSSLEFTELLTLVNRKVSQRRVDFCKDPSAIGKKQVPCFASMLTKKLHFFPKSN
RAD54 inh = inhibitors of human RAD54 branch migration, primary screen, biochemical, fluorescence, single point; AID 602329, 2012; RAD54 Holliday junction branch migration, FAM/BHQ fluorescence; inhibition, % at 10.4 µM; DNA repair and recombination protein RAD54-like (Homo sapiens), Q92698; 0.14% of 360,000 active;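 active = mean normalized replicate activity at least 40 and at least half of replicates scoring 40 or more; inconclusive = only one of the two criteria met; inactive = mean below 40 and under half of replicates reaching 40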;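 note: 0% = median of neutral control wells and 100% = median of positive control wells; inhibitors cause a drop in the FAM fluorescence signal; in these data hits start at about 50%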
Target sequence (Q92698 whole entry, looked up): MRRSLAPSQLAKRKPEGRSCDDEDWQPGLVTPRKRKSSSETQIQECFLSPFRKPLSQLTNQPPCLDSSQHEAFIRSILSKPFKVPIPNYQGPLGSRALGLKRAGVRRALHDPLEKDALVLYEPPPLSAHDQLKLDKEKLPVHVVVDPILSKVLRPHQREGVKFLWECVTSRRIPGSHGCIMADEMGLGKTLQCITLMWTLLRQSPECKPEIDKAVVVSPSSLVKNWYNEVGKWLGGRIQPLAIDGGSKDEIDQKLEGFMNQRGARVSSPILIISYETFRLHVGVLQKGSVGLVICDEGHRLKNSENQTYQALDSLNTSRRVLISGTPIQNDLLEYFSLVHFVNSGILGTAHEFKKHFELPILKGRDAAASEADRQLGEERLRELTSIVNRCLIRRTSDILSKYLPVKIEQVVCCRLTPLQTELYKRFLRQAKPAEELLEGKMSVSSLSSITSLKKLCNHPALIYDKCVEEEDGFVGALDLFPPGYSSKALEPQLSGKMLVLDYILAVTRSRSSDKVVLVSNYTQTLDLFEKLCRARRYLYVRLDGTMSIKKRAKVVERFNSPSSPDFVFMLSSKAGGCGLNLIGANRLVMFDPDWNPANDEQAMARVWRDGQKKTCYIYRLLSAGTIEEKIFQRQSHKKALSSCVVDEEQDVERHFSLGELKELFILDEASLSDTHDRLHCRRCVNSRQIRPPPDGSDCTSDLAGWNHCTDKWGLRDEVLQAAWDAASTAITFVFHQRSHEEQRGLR
CFTR F508del cor = F508del CFTR correction, initial screen, CFBE line, single point. CFBE cells, YFP halide quenching; stimulated with forskolin plus potentiator P3; % fluorescence drop versus neutral controls. activity (quench increase), % at 7.58 µM. 0.36% of 350,000 active;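 active = mean added fluorescence quench of at least 8% versus neutral control, with both replicates also reaching 8%; inconclusive = only one of the mean or replicate conditions met; inactive = mean below 8% and not both replicates reaching 8%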;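 note: cells transiently co-express mutant CFTR-F508del with the halide-sensitive YFP; corrector assay measuring rescue of mutant channel to the surface after 24 h compound exposure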
GSIS activator = GLuc luminescence reporter in INS-1E cells, primary screen for activators of glucose-dependent secretion of insulin; INS-1E GLuc reporter insulin secretion, 2-3 h; activation, % at 16.6 µM; 0.61% of 370,000 active; AID 743287, 2014;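 active = lowest replicate activation of at least 40%, so every replicate reaches that level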;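 note: 0% = median of neutral control wells and 100% = median of IBMX positive control wells; some compounds called inactive have numbers as strong as hits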
An asterisk follows results filed as active; ? = inconclusive; . = not tested or not shown; & = joins results of further samples.

The line under a structure holds: Xi reactivation, CASP6 VEID inh, E-selectin induc, DENV2 CPE rescue, CFTR F508del cor, GSIS activator, RAD52 inh, RAD54 inh
- COc1ccc(NC(=O)N(C)C[C@@H]2Oc3ccc(NC(=O)Nc4ccc(C(F)(F)F)cc4)cc3C(=O)N([C@@H](C)CO)C[C@@H]2C)cc1
→ -1.2, ., 0.2, 9, -1.0, 1, ., -12
- OC[C@@H]1[C@H](c2ccc(-c3ccc(F)cc3)cc2)[C@H]2CN(Cc3cccnc3)CCCCN12
→ 0.1, 3, -0.4, -26, 3.4, 8, -5, 14
- Cc1ccc(S(=O)(=O)N2[C@@H]3CNC[C@H]2C3c2ccc(-c3cccc(F)c3)cc2)cc1 (some centres undefined)
→ 0.0&0.0, -1&0, 0.1&0.0, -4&5, 1.7&-4.6, -5&6, 37&42, .
- O=C(NCc1ccccn1)C1Nc2ccc(OC(F)(F)F)cc2C2C=CCC12 (centres undefined)
→ 0.3, ., 0.2, ., -1.6, -10, ., 0
- NC(N)=NC1=NC(=O)C(Cc2ccccc2)S1 (centres undefined)
→ 0.1, 0, 0.2, ., -2.1, 10, 3, 2
- O=C(c1cccc(F)c1)N1C[C@@H]2[C@H](c3ccccc31)[C@H](CO)N2C(=O)c1ccc(F)cc1
→ 1.1, -2, -0.4, 6, 0.2, -4, -11, 0
- CCOc1cc(/C=N\NC(=O)c2ccc(C)nc2)cc([N+](=O)[O-])c1O
→ ., -3, ., -2, -0.9, 0, 4, 9
- C#CC(=O)CC1(CN(Cc2ccccc2)C(=O)OC(C)(C)C)CCCCC1
→ 0.0, 0, 0.0, -6, -4.0, 54*, -4, -9
- C[C@H]1CN([C@@H](C)CO)C(=O)c2cc(N(C)C)ccc2O[C@H]1CN(C)C(=O)Nc1ccc2c(c1)OCO2
→ -0.7, 0, ?, 15, -0.7, 5, 5, -16
- Cc1ccc(F)cc1NC(=O)CCNC(=O)c1ccc([N+](=O)[O-])cc1
→ 0.3, 3, -0.2, -3, -0.7, -3, -16, -3
- O=C(Nc1ccc(Cl)cc1)C1c2cccc[n+]2CC(=O)N1Cc1ccc2c(c1)OCO2 (centres undefined)
→ 0.2, -1, ., -6, ., 11, 7, 8
- Cc1nc(NCC2CCCO2)c2nnn(Cc3c(F)cccc3Cl)c2n1 (centres undefined)
→ 0.0, -4, 2.9, 16, -1.0, 13, -9, -13
- O=S1(=O)N[C@H](Cc2ccccc2)COc2cc(N3CCC[C@@H]3CO)ccc21
→ -0.2, -4, 0.2, -2, -1.4, 6, -17, .
- CC12C(=O)N(NC(=O)c3ccncc3)C(=O)C1C1C=CC2C1 (centres undefined)
→ -0.1, 1, ., 11, 2.6, 5, -1, 1
- C[C@@H]1CN([C@H](C)CO)C(=O)c2cc(-c3ccc(C#N)cc3)cnc2O[C@@H]1CN(C)C(=O)Nc1ccc(F)cc1
→ -1.3, 2, -0.1, 5, 1.2, 3, 10, 1
- N#Cc1ccccc1OCC(=O)Nc1cccc(S(=O)(=O)N2CCCC2)c1
→ 0.0, 3, ., -2, -1.0, -12, -12, .
- O=C1/C(=C/c2ccc(O)cc2)SC(=S)N1Cc1cccnc1
→ 0.1, 0, -8.9, 4, -0.2, -2, -27, .
- CCOC(=O)C1CCCN(C(=O)c2ccc(C(F)(F)F)nc2C)CC1 (centres undefined)
→ 0.0, -1, ., 2, -2.4, 9, -4, -6
- Cc1ccc(S(=O)(=O)NC[C@@H]2CC[C@@H]3[C@@H](CN3Cc3cc(-c4ccccc4)on3)O2)cc1
→ ., 2, ., 6, 1.5, ., 1, .
- CCN1CCN(C(=O)C23CCC(C)(C(=O)C2Br)C3(C)C)CC1 (centres undefined)
→ -0.1, 0, 0.5, ?, 0.4, -10, -9, -15

Continued; it opens with the 3 that closed the last part.
The line under a structure holds: Xi reactivation, CASP6 VEID inh, E-selectin induc, DENV2 CPE rescue, CFTR F508del cor, GSIS activator, RAD52 inh, RAD54 inh
- CCOC(=O)C1CCCN(C(=O)c2ccc(C(F)(F)F)nc2C)CC1 (centres undefined)
→ 0.0, -1, ., 2, -2.4, 9, -4, -6
- Cc1ccc(S(=O)(=O)NC[C@@H]2CC[C@@H]3[C@@H](CN3Cc3cc(-c4ccccc4)on3)O2)cc1
→ ., 2, ., 6, 1.5, ., 1, .
- CCN1CCN(C(=O)C23CCC(C)(C(=O)C2Br)C3(C)C)CC1 (centres undefined)
→ -0.1, 0, 0.5, ?, 0.4, -10, -9, -15
- CCC(c1nnnn1-c1ccc2c(c1)OCCO2)N1CCN(c2ncccn2)CC1 (centres undefined)
→ 0.3, -2, 0.2, 13, 1.7, -3, -7, .
- CCS(=O)(=O)N1CCCCN2[C@H](CO)[C@@H](c3ccc(C#Cc4ccccc4OC)cc3)[C@H]2C1
→ -0.1, -1, -0.3, -8, -0.1, 8, -3, 3
- CC1CC(C)CN(CCOCCSc2ccccc2)C1 (centres undefined)
→ -0.1, 1, -2.0, 0, ., 20, -12, .
- CC(/C=N/NC(=O)Cc1cccs1)=C\c1ccccc1
→ 0.0, ., -0.4, ., ., -8, ., -4
- COc1ccc(CN(C)C[C@H]2Oc3ccc(NC(=O)C4CCCCC4)cc3CC(=O)N([C@@H](C)CO)C[C@H]2C)cc1
→ -1.0, -5, ., -2, -3.2, 10, -3, 6
- CO[C@@H]1CN(C)C(=O)c2cc(NC(=O)NC(C)C)ccc2OC[C@@H](C)N(CCC(F)(F)F)C[C@@H]1C
→ 0.1, ., 0.2, ., 0.9, 0, ., -5
- O=C(Nc1cccc(C(F)(F)F)c1)Nc1nnc([C@@H]2C[C@H](O)[C@@H](CO)O2)s1
→ 0.1, ., 0.1, 4, -0.4, ., 2, -7
- CC(C)(C)c1ccc(C(=O)N2CCNC(=O)C2CC(=O)Nc2ccc(F)cc2)cc1 (centres undefined)
→ 0.0, 7, -0.7, 1, -1.0, -7, -10, 4
- CNC[C@H]1Oc2ccc(NC(=O)Nc3ccc(C(F)(F)F)cc3)cc2CC(=O)N([C@H](C)CO)C[C@H]1C
→ 0.1, 5, -0.1, 9, 3.3, -3, 12, -7
- COCC(=O)Nc1ccc2c(c1)C(=O)N(C)C[C@@H](OC)[C@H](C)CN[C@H](C)CO2
→ 0.1, ., 0.0, ., -0.7, 15, ., 6
- O=C(/C=C/c1cn(-c2ccccc2)nc1-c1ccc2c(c1)OCCO2)NCCCN1CCOCC1
→ 0.3, -27, ., -8, -0.6, 5, 51*, .
- COc1ccc(CCn2c(C)c(C(C)=O)c(C(C)=O)c2C)cc1OC
→ 0.3, 0, 10, -2, 1.7, 5, -11, -5
- CN(C(=O)COC(=O)c1cc(S(=O)(=O)N2CCOCC2)c(Cl)cc1Cl)C1CCS(=O)(=O)C1 (centres undefined)
→ -0.1, 0, ., 8, 3.1, 7, -4, -4
- C[C@@H]1CN([C@H](C)CO)C(=O)c2cccc(NC(=O)c3cnccn3)c2O[C@H]1CN(C)C(=O)Nc1ccc(C(F)(F)F)cc1
→ -0.2, 1, ., ?, -1.2, 13, -14, 8
- Cc1nc2cccc(C(=O)Oc3ccc([N+](=O)[O-])cc3)c2o1
→ 0.1, 9, -3.4, ., -0.5, -2, -8, .
- O=C(COc1ccc2ccc(=O)oc2c1)N1CCN(C(=O)C2COc3ccccc3O2)CC1 (centres undefined)
→ 0.0, 1, 0.2, 9, 2.0, 6, -4, -3
- CN1C(N)=NC(=O)/C1=C/c1ccc(OC(F)(F)F)cc1
→ -0.1, -1, ., -1, -2.5, 8, -11, -3
- O=C(CSc1nnc(CNC(=O)C23CC4CC(CC(C4)C2)C3)n1-c1ccccc1)Nc1ccc(F)cc1
→ 0.5, 3, 0.0, 0, ., -54, -11, -4
- O=CNc1cc(-c2ccccc2)cn2c(-c3ccc(F)c(Cl)c3)cnc12
→ -0.1, 0, 0.0, -1, -1.7, ., -79, -11
- O=C(COC(=O)Cc1ccsc1)NNC(=O)c1ccccc1
→ -0.7, 3, -0.1, -4, -0.5, ., 6, 5

Printed as active in GSIS activator, among the entries above:
SMILES	CASP6 VEID inh	DENV2 CPE rescue	CFTR F508del cor	GSIS activator	RAD52 inh
C#CC(=O)CC1(CN(Cc2ccccc2)C(=O)OC(C)(C)C)CCCCC1	0	-6	-4.0	54*	-4

Further records.
The line under a structure holds: Xi reactivation, CASP6 VEID inh, E-selectin induc, DENV2 CPE rescue, CFTR F508del cor, GSIS activator, RAD52 inh, RAD54 inh
- C[C@@H]1CN([C@@H](C)CO)S(=O)(=O)c2ccc(C#C[C@@H](C)O)cc2O[C@@H]1CN(C)C(=O)c1ccccc1
→ -0.6, 1, -0.5, 12, 5.0, 13, 15, -6
- COc1ccc(S(=O)(=O)Nc2ccc3c(c2)C(=O)N(C)C[C@@H](OC)[C@H](C)CN(C(=O)NC(C)C)[C@H](C)CO3)cc1
→ 0.5, ., -0.1, ., -1.3, -3, ., .
- COc1ccc(C2=Nn3c(nnc3-c3ccccc3Cl)SC2)cc1OC1CCOC1 (centres undefined)
→ -0.2, 0, 0.1, 0, 2.2, 5, -15, -1
- CC(=O)Nc1ccc2c(c1)C(=O)N(C)[C@@H]1CC[C@@H](CC(=O)NCC3CCCCC3)O[C@H]1CO2
→ 0.2, ., 0.1, 4, 2.6, -8, ., -5
- CNC(=O)c1ccsc1NC(=O)c1coc2ccccc2c1=O
→ 0.4, 3, -0.3, -8, 1.2, ., -3, 2
- COc1cccc(C(=O)NN=C2CCCC2)c1
→ 0.0, -2, -0.1, -4, 2.0, 0, -11, 5

Sorted by molar mass (low to high): some entries from above
The line under a structure holds: Xi reactivation, CASP6 VEID inh, E-selectin induc, DENV2 CPE rescue, CFTR F508del cor, GSIS activator, RAD52 inh, RAD54 inh
- COc1cccc(C(=O)NN=C2CCCC2)c1
→ 0.0, -2, -0.1, -4, 2.0, 0, -11, 5
- COc1ccc(C2=Nn3c(nnc3-c3ccccc3Cl)SC2)cc1OC1CCOC1 (centres undefined)
→ -0.2, 0, 0.1, 0, 2.2, 5, -15, -1
- CC(=O)Nc1ccc2c(c1)C(=O)N(C)[C@@H]1CC[C@@H](CC(=O)NCC3CCCCC3)O[C@H]1CO2
→ 0.2, ., 0.1, 4, 2.6, -8, ., -5
